# SSB-PriA inh – K. pneumoniae PriA-SSBct interaction inhibition. AlphaScreen SSBct-PriA binding, biotinylated peptide. 430,000 compounds, 0.6% hits. inhibition, % at 33 µM; in the data active = inhibition mostly above about 37%, no sharp cut-off; inactive = mostly below about 20%;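 also: plate controls were negative control peptide for no effect and reference peptide for full effect; strong numbers were not always called active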
# * = called active by the depositor; & = joins results of further samples. This is a subset, so the mix of outcomes need not match the whole.
SMILES | SSB-PriA inh
COc1ccc(Cl)cc1NC(=O)N1CCN(c2cc(-n3nc(C)cc3C)nc(C)n2)CC1 | -11
COc1cc(C=NO)ccc1Oc1ccc([N+](=O)[O-])cc1[N+](=O)[O-] | 2
O=C(Nc1ccc(SCCN2CCOCC2)nn1)c1ccccc1F | -7
O=C(NC[C@@](O)(c1ccco1)C1CC1)c1ccccc1C(F)(F)F | -8
CCOc1ccc(NC(=O)Cn2c3ccccc3c3ncn(Cc4ccccc4)c(=O)c32)cc1 | -13
O=C(Cc1ccccc1F)Nc1cnn([C@H]2CCOC2)c1 | 2
O=C(CSc1nnc2ccc3ccccc3n12)c1ccc(Cl)cc1 | 1
CCOC(=O)Nc1nc(CC(=O)NCc2ccc(F)cc2)cs1 | -6
Cc1ccc(C)c(C2CCN(C(=O)c3ccc4c(=O)n(-c5ccccc5)c(=O)[nH]c4c3)CC2)c1 | -14
CCOC(=O)c1c(NC(=O)CSc2ncnc3nc[nH]c23)sc2c1CCCC2 | 16
CCOC(=O)c1nn(-c2ccc(F)cc2)c(=O)cc1N1CCc2ccccc2C1 | 11
COc1ccc(CCC(=O)NCCOc2ccccc2)cc1 | -9
COC(=O)c1sc(-c2ccccc2)cc1NC(=O)C1COc2ccccc2O1 (stereo not given) | -10
C/C=C\C(=O)NCc1ccc2c(c1)cc(C)n2C | 7
COCCNC(=O)Cn1nc2c(c1NC(=O)c1c[nH]c3ccccc13)CSC2 | -7
O=C(O)c1ccc(CSc2nc(-c3ccc(Cl)cc3)cs2)o1 | -13
CC(=NNC(=O)Cc1c(F)cccc1Cl)c1cccnc1 | 4
COc1ccc(NC(=O)NCCCn2nc(-c3ccc(F)cc3)ccc2=O)cc1 | -5
CCOC(=O)N1CCc2c(sc(NC(=O)c3cccs3)c2C#N)C1 | 0
O=C(O)COc1ccccc1C=NNC(=O)C(O)c1ccccc1 (stereo not given) | -29
CCS(=O)(=O)c1ccccc1C(=O)Nc1cccc(-c2nc3ccccc3o2)c1 | -1
O=C(NCc1cccs1)N1CCCC(Cc2nc(C3CC3)no2)C1 (stereo not given) | -3
Cc1ccsc1C=NNC(=O)c1ccc(Cn2cc(Br)cn2)o1 | -6
COc1cc(C=NS(=O)(=O)CCc2ccccc2)cc(OC)c1O | -9
O=C1CN(C(=O)CCCS(=O)(=O)c2ccc(F)cc2)c2ccccc2N1 | -4
CN(C)C(=O)Nc1cc(Cl)cc(Cl)c1 | -7
O=C(NCCn1nc(-c2cccnc2)ccc1=O)Nc1ccc2c(c1)OCO2 | -1&1
COc1ccc(NC(=O)CSc2nnc(-c3ccccn3)n2Cc2ccco2)cc1 | 44
CC(C)CN(C1CCS(=O)(=O)C1)S(=O)(=O)c1ccc(Cl)c([N+](=O)[O-])c1 (stereo not given) | 41*
COc1ccc(Cl)c(NC(=O)CC(C)=NNC(=O)CCc2ccccc2)c1 | -11
COc1ccc(CCN2C(=O)CC(N3CCN(c4ccc(F)cc4)CC3)C2=O)cc1OC (stereo not given) | 0
CC(C)(C)n1ncc2c(=O)n(CCC(=O)N3CCOCC3)cnc21 | -3
CS(=O)(=O)c1ccc(CCC(=O)N(Cc2ccsc2)Cc2ccco2)cc1 | 11
CCOC(=O)c1nn(-c2ccc(C(C)C)cc2)c(=O)c2c(NC(=O)c3cn(C)nc3OC)scc12 | -10
O=S(=O)(CCC(F)(F)F)N[C@H](c1cccnc1)C1CCOCC1 | -9
Cn1nc(CNS(C)(=O)=O)cc1C1CC1 | -6
COc1cccc(-c2cc(C(=O)NN=Cc3ccco3)c3ccccc3n2)c1 | 19
COc1ccc(-c2ccc(=O)n(C(C)C(=O)Nc3cc(C)no3)n2)cc1 (stereo not given) | -17
CN(C)c1nc2ccc(O)cc2s1 | -15&5
O=c1[nH]c(=S)[nH]nc1-c1ccccc1 | -5
COc1cccc(C(=O)Nc2ccc(-c3ccc4nnc(C)n4n3)cc2)c1OC | -1
Cc1cccn2c(=O)c(/C=C3\SC(=S)N(C)C3=O)c(NCc3ccc4c(c3)OCO4)nc12 | -5
O=C(NCCn1nc(-c2ccccc2)ccc1=O)c1cccs1 | -20
CCOCC(=O)N1CCC(c2ccccc2)C1 (stereo not given) | -17
O=C(NN=C/C(Br)=C/c1ccccc1)C1CC1 | 4
O=C(Cc1cc(=O)[nH]c(SCc2ccccc2F)n1)NCc1cccnc1 | -15
Cc1nc(-c2ccccc2NC(=O)c2c(F)cccc2Cl)cs1 | -14
O=C(CN1C(=O)CSc2ccc(S(=O)(=O)N3CCOCC3)cc21)NCCc1c[nH]c2ccccc12 | 3
Cc1onc(-c2ccccc2Cl)c1C(=O)Nc1nnc(SCc2ccccc2F)s1 | 5
COc1ccc(S(=O)(=O)Nc2ccc3c(c2)C(=O)Nc2ccccc2O3)cc1F | 34
COc1cccc(C(=O)NCCc2ccc(N(C)C)cc2)c1 | 14
Cc1ccc(S(=O)(=O)N=C2NC(=O)/C(=C/c3ccc(Br)o3)S2)cc1 | 2
CC(C)c1nnc(C2CCN(C(=O)NCCc3ccccc3)CC2)o1 | -17
O=c1c2cc(-c3cccs3)nn2ccn1Cc1ccc(Br)cc1F | 1
O=C(CSc1nnc2ccc(-c3cccs3)nn12)Nc1ccc2c(c1)OCCO2 | -16
COc1cc(C=NNC(=O)CC#N)ccc1Oc1nc(Cl)ncc1F | 12
CCOc1ccc(Nc2nn3c(=O)c4cc(C)ccc4nc3s2)cc1 | 5
COc1cc2c(cc1OC)CN(C(=O)CSc1nc3scc(-c4ccc(C)cc4)c3c(=O)n1-c1ccccc1)CC2 | -23
O=C(Cc1c[nH]c2ccccc12)N1CC(c2nc(-c3cccc(C(F)(F)F)c3)no2)C1 | -8
O=C(Nc1nc2ccc(Cl)cc2s1)C1CN(C(=O)c2ccc3c(c2)OCO3)C1 | -3

# Further results follow:
SMILES | SSB-PriA inh
COc1ccc(Cl)cc1C(=O)NCCS(=O)(=O)N1CCc2ccccc2C1 | -18
COc1cccc(C(=O)NCC(=O)NN=C(C)/C=C/c2ccccc2)c1 | -5
COc1cccc(-c2cc(=O)[nH]c(SCc3nc(-c4ccc(SC)cc4)no3)n2)c1 | 4
O=C(OCc1cc(-c2ccc(F)cc2F)on1)c1cc(-c2cccs2)[nH]n1 | -18
O=C(C1CC1)N1CCc2ccc(NS(=O)(=O)c3ccc4c(c3)OCCO4)cc2C1 | 9
Cc1cc(C(=O)Nc2ccc(S(N)(=O)=O)cc2)no1 | 4
O=C(NCCN1CCN(c2ccccc2)CC1)C(=O)Nc1ccc2c(c1)OCCO2 | -1
COC(=O)c1ccccc1NC(=O)Cn1nc2c(Oc3cc(C)cc(C)c3)nc3ccccc3n2c1=O | -6
O=C(Cc1cc(=O)[nH][nH]1)NN=Cc1c(Cl)cccc1Cl | -7
CN(C(=O)C1CCN(S(C)(=O)=O)CC1)c1ccccc1 | -6&1
O=S(=O)(NCCN1CCN(c2ccccc2)CC1)c1cc(Cl)ccc1Cl | 4
O=C(NCCN1CCN(c2ccc(F)cc2)CC1)C(=O)Nc1ccon1 | -25&-6
N#CC(=NNc1ccc(F)cc1)C(=N)N1CCCCC1 | 15
CN(C)[C@@H](CNC(=O)c1ccc(OC(F)(F)F)cc1)c1cn(C)c2ccccc12 | -2
CSc1ccc(NC(=O)c2sc(C)nc2C)nn1 | -1

# (cont.)
compound | SSB-PriA inh
COc1ccccc1N1CCN(N=Cc2ccccc2)CC1 | 6
Clc1ccc2c(c1)C1CC(c3ccc4c(c3)OCO4)=NN1C(c1cccnc1)O2 (stereo not given) | 3
CCN(CC)CCN1C(=O)C(=O)C(=C(O)c2ccc(F)cc2)C1c1ccncc1 (stereo not given) | 3
CC(=NNC(=O)CCC(=O)Nc1ccccc1)c1cccs1 | -2
COc1ccc(OC)c(N2C[C@](O)(c3ccc4c(c3)OCCO4)[N+]3=C2SCCC3)c1 | -1
CN1C(=O)c2cccc(NC(=O)COc3ccc(Cl)cc3Cl)c2C1=O | -10
O=C(Nc1nc2c(ccc3ccccc32)s1)c1ccno1 | -3
CCCOc1nn(CCC)cc1C(=O)N1CCN(C(=O)c2ccco2)CC1 | -14&1
O=C(Nc1nnc(CS(=O)(=O)c2ccccc2)o1)c1ccc2c(c1)OCCO2 | 13
O=C(NN=Cc1ccsc1)c1ccc2c(c1)OCO2 | -7
O=S(=O)(c1c(Cl)cccc1Cl)N1CCN(c2ccccc2)CC1 | -5
O=C(NNC(=O)c1ccccc1C(F)(F)F)c1ccc(=O)n(Cc2ccccc2)c1 | 0
O=C(NCCn1ccnc1-c1cccnc1)c1ccc2c(c1)OCO2 | 5
CCCOC(=O)C(C)=NNC(=O)c1ccco1 | -37
CC1(C)COc2ccc(NS(=O)(=O)c3ccccc3F)cc2NC1=O | 5
CCc1ccc(/C=C/C(=O)Nc2ccccc2C(=O)OC)o1 | -62
COC1(CNC(=O)Cc2ccsc2)Cc2ccccc2C1 | -11
CC(=O)NC(Nc1nnc(-c2ccccc2)s1)C(Cl)(Cl)Cl (stereo not given) | -2
Cc1c(N=C(N)N=C(N)Nc2ccc(Br)cc2)c(=O)n(-c2ccccc2)n1C | -5
Cc1cc(NC(=O)Cn2nc(-c3ccco3)ccc2=O)no1 | 1
O=C(Nc1ccc(-c2nc3ccccc3o2)cc1)c1cc(-c2ccccc2)nc2ccccc12 | -3&7
CN(C)c1ccc(CCCNC(=O)C(=O)NCc2ccc3c(c2)OCO3)cc1 | 0
CC(=NNC(=O)c1ccc(-c2ccccc2)cc1)c1ccco1 | 0
NS(=O)(=O)c1ccc(C(=O)Nc2cnc(N3CCCC3)nc2)cc1 | -6
O=C(c1cc([N+](=O)[O-])ccc1Cl)N1CCN(c2ncnc3c2nnn3Cc2ccccc2)CC1 | -1
COc1ccc(SCCCC(=O)N2CC(=O)Nc3ccccc32)cc1 | -3
Cc1cc2ccccc2n1CCNC(=O)c1cnn2c1OCCC2 | -10
CSc1ccc(NC(=O)Cc2ccc(F)cc2)nn1 | -1
CC(C)c1ccc(-c2csc(NC(=O)c3ccnn3C)n2)cc1 | 2
O=C(Cc1cccc2ccccc12)N1CCCC(S(=O)(=O)c2ccc(F)cc2)C1 (stereo not given) | 0
Cn1c(C(F)(F)F)nn(Cc2ccccn2)c1=O | 3
CSC1CC2CCC(C1)N2C(=O)C1CC=CCC1 (stereo not given) | -16
CCOc1cn(C)c(C(=O)Nc2nc(C)cs2)cc1=O | -4
O=C(Nc1ccc2c(c1)CCCN2S(=O)(=O)c1ccc(F)cc1)c1cccc(Cl)c1 | -1
Cc1cc(C)c(S(=O)(=O)NCCn2nc(C)c(Cl)c2C)c(C)c1 | -7
CC(C)N1CC(c2nc3ccccc3[nH]2)CC1=O (stereo not given) | 2
Cc1cc(NC(=O)COc2ccc(Cl)cc2)n(C)n1 | -11
O=C1CSC(=O)N1 | 10
COc1cccc(NC(=O)CC(C)=NNC(=O)c2ccccc2Cl)c1 | -6
COc1ccc(N2CCN(CCNC(=O)COc3ccc(Cl)cc3)CC2)cc1 | -13
CC(CCC(C)C)=NNC(=S)NCc1ccccc1 | 6
COc1ccc(C(O)=C2C(=O)C(=O)N(Cc3ccco3)C2c2ccc(OC)cc2OC)cc1 (stereo not given) | -4
Cc1nc(-c2ccc(Cl)cc2)sc1CCNS(=O)(=O)CCc1ccccc1 | -24&8
NC(=S)NN=Cc1ccccc1 | -3
CCOc1ccc(/C=C/C(=O)c2oc3ccc(F)cc3c2C)cc1OC | -7
COc1ccc(NC(=O)c2nnn(Cc3nc(-c4ccccc4C)oc3C)c2C)c(OC)c1 | 0
C(=NNc1nc(-c2ccccc2)cs1)c1ccco1 | 7
O=C(COc1ccc(F)cc1)NCCCn1nc(-c2ccncc2)ccc1=O | -5
CC(C)c1ccc(OCC(=O)N2CCN(c3nccn3C)CC2)cc1 | 2
O=C(Nc1ccccc1)OCCNC(=O)c1cccnc1 | -17
Cn1nccc1C(=O)N(CC1CCCO1)c1nc2c(Cl)cccc2s1 (stereo not given) | -16
Cc1csc(-c2csc(NCc3ccccc3)n2)c1 | -3
O=C(c1cnccn1)N1CCC(COCc2ccccc2)CC1 | -25
CCC(C)C1N=C2c3ccccc3N=C(SC(C)C(=O)Nc3ccccc3C)N2C1=O (stereo not given) | 8
COc1ccc(CCNC(=O)Cn2c(C)cc(C)c(-c3nc(-c4ccccc4)no3)c2=O)cc1OC | 3
CSc1ccc(CNC(=O)COc2cc(C)nc(-c3ccc(C)cc3)n2)cc1 | -13

# Remaining list, next part:
compound | SSB-PriA inh
CCOC(=O)CN1C(c2ccccc2F)Nc2ccc(Br)cc2C1c1ccccc1 (stereo not given) | 9
C=C(C)C1CC=C(C)C(=NNC(=O)CCCNc2cccc(C)c2)C1 (stereo not given) | 11
Cc1cc(NC(=O)C2CCCN(c3ccc(-n4nc(C)cc4C)nn3)C2)sn1 (stereo not given) | -14
NC(=S)NN=Cc1coc2c(ccc3ccccc32)c1=O | -4
CSc1cccc(NC(=O)C(=O)NCCC(O)C2CC2)c1 (stereo not given) | 0
NC(=NOC(=O)COc1ccc(Br)cc1Cl)c1cccnc1 | 0
O=[N+]([O-])c1cccc(S(=O)(=O)Nc2cccnc2)c1 | 1
O=c1c2ccc(Cl)cc2nc2sc(Nc3ccc(F)cc3F)nn12 | -15&-9
CNC(=O)ON=C(N)Cc1csc2ccccc12 | -13
COc1ccc(OC)c(S(=O)(=O)N2CCN(c3cc(OC)nc(OC)n3)CC2)c1 | -1

# Source: PubChem BioAssay
